Screens as filed in PubChem BioAssay.
hIAP act: human IAP activation. 330,000 tested, 0.16% active. activation factor at 10 µM. P09923. AID 2524. purified human IAP, CDP-Star luminescence, 30 min; active compounds read high; 1 = vehicle-only enzyme, 0 = enzyme-free background;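 active = activation factor of the enzyme at least 2-fold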; note: the source names both 10 and 20 µM as test concentration; values of inactives mirror those of a sister screen read the other way
Target sequence (P09923 whole entry, looked up): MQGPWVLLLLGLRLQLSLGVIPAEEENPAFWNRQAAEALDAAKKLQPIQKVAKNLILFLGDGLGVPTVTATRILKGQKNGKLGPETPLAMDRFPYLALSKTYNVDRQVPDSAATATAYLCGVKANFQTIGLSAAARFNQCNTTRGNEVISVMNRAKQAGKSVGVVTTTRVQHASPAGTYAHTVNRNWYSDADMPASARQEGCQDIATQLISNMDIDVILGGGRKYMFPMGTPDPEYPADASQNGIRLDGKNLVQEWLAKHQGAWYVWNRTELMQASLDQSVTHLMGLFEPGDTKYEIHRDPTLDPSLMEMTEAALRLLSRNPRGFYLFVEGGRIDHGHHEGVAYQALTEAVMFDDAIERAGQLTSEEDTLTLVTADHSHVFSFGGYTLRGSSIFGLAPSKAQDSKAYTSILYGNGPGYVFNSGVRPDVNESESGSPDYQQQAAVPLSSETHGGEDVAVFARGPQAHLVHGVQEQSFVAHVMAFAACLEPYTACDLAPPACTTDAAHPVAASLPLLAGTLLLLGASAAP
hIAP block: human IAP inhibition; P09923; purified IAP, CDP-Star luminescence, 30 min; inhibition, % at 10 µM; 330,000 tested, 0.12% active; AID 2544;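 active = inhibition reaching a set limit with compound at 10 µM in the primary screen, cut at about 35% in these data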;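 note: plate controls were DMSO wells with enzyme for no effect and no-enzyme buffer wells for full effect; values of inactives mirror those of a sister screen read the other way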
APOBEC3G inh: blocks human APOBEC3G single-stranded DNA deamination; Q9HC16; recombinant A3G, ssDNA deamination FAM/TAMRA fluorescence; inhibition, % at 20 µM; 330,000 tested, 0.28% active; AID 493012;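 active = inhibition of at least 40% at 20 µM, with no more than 30% in the related APOBEC3A deaminase screen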;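 note: plate controls were DMSO wells with A3G for no effect and wells lacking A3G enzyme for full effect; some compounds called inactive have numbers as strong as hits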
Target sequence (Q9HC16 whole entry, looked up): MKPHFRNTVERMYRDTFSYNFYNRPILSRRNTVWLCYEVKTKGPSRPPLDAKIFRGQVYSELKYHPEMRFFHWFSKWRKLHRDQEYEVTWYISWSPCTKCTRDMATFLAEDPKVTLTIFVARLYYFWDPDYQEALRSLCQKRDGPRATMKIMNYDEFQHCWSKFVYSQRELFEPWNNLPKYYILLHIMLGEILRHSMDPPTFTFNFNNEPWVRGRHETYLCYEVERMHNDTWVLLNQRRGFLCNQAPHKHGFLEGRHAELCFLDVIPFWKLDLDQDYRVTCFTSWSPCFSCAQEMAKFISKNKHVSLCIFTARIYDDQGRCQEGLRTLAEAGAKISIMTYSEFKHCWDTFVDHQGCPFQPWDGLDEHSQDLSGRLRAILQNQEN
mIAP act: mouse IAP activation. muIAP, CDP-Star luminescence, 30 min; active compounds read high; 1 = vehicle-only enzyme signal, 0 = enzyme-free wells. activation factor at 10 µM. 330,000 tested, 0.24% active. AID 2805;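 active = activation factor of at least 2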; note: the source names both 10 and 20 µM as test concentration; values of inactives mirror those of a sister screen read the other way
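Assay system: mouse IAP enzyme / Compound: DMSO-dissolved test compounds / Timing: 30 min, room temperature / Measured by: luminescence from enzymatic CDP-Star hydrolysis / Control set: DMSO-only wells, enzyme-free buffer wells as negative control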
NLRP3 yeast inh: NALP3 inhibition in yeast; Yeast reconstituted NLRP3/ASC/caspase-1, beta-gal luminescence, 24 h; inhibition, % at 10 µM; 330,000 tested, 0.39% active;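 active = inhibition of 50% or more; inactive = inhibition below 50%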;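 note: plate controls were induced DMSO wells for no effect and uninduced yeast grown without galactose for full effect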
A3A deaminase: inhibitors of human APOBEC3A DNA deaminase; 330,000 tested, 0.41% active; AID 493011; P31941; recombinant A3A, FAM/TAMRA ssDNA deamination fluorescence; inhibition, % at 20 µM;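 active = at least 40% inhibition at 20 µM here, with at most 30% in a related deaminase screen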;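 note: plate controls were A3A with DMSO for no effect and wells lacking A3A enzyme for full effect; some results filed as inactive read as strong as hits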
mIAP block: blocks mouse intestinal alkaline phosphatase. purified mouse IAP, CDP-Star luminescence, 30 min. inhibition, % at 10 µM. 330,000 tested, 0.2% active;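 active = inhibition of at least 40% at 10 µM in the primary screen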;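 note: plate controls were DMSO with enzyme for no effect and no enzyme wells for full effect; values of inactives mirror those of a sister screen read the other way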
MIN6 prolif: induces beta-cell replication in MIN6 cells; proliferation, % at 10 µM; MIN6 cells proliferation, ATPlite luminescence, 48 h; cells starved in 0.2% serum; 100% = growth in 10% serum; 330,000 tested, 0.29% active;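 active = compounds whose signal lies at least 3.5 SD above the mean of all wells on their plate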;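 note: 0% = DMSO-treated cells in low-serum medium and 100% = 10% serum control; some compounds called inactive have numbers as strong as hits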
SENP1 inh: inhibitors of human SENP1 SUMO protease catalytic domain; inhibition, % at 10 µM; recombinant SENP1 catalytic domain, CyPet-SUMO1-YPet FRET cleavage; 360,000 tested, 0.21% active; Q9P0U3;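 active = inhibition at least 30% at 10 µM, raw YFP signal under a set limit, fluorescence ratio 0.5 to 1.5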;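 note: 0% = enzyme with DMSO and 100% = no enzyme wells; some results filed as inactive read as strong as hits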
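system = hSENP1 catalytic domain, recombinant | reagent = SFCypet-SUMO1-SFYpet substrate at 25 nM | doses = one dose per compound, 10 µM, 0.5% DMSO | incubation = enzyme reaction for 50 min at room temperature, dark | measured by = FRET, CFP and YFP emission | controls = no-enzyme low, enzyme-DMSO high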
The depositor's hits bear a star.

Results for S=c1[nH]nc(-c2ccccc2)n1/N=C/c1cccs1 ?
hIAP act: 0.918; hIAP block: 8.2; APOBEC3G inh: 43.9*; mIAP act: 0.904; NLRP3 yeast inh: 11.5; A3A deaminase: 1.4; mIAP block: 9.6; MIN6 prolif: -2.8; SENP1 inh: -1.1

How did Cc1cc(NC(=O)CSc2ccc(-c3ccccc3)nn2)no1 do in these assays?
hIAP act: 1.07; hIAP block: -7.3; APOBEC3G inh: -4.9; mIAP act: 1.02; NLRP3 yeast inh: 26.7; A3A deaminase: -4.2; mIAP block: -2.5; MIN6 prolif: -1.3; SENP1 inh: 4.8

Results for N#Cc1ccccc1S(=O)(=O)N1CCNS(=O)(=O)c2ccccc21 ?
APOBEC3G inh: 1.1; mIAP act: 1; A3A deaminase: 1.3; mIAP block: 0.0; SENP1 inh: -1.5

What do the screens show for `COc1ccc(NC(=O)CCN2C(=O)c3ccccc3C2=O)c(OC)c1`?
hIAP act: 0.999; hIAP block: 0.1; APOBEC3G inh: -3.0; mIAP act: 1.03; NLRP3 yeast inh: 0.3; A3A deaminase: -2.8; mIAP block: -2.9; MIN6 prolif: -4.0; SENP1 inh: 3.7

What do the screens show for `COc1cccc(C2C3=C(CC(C)(C)CC3=O)Nc3cc4c(cc32)OCO4)c1` (configuration not stated)?
hIAP act: 1.36; hIAP block: -36.2; APOBEC3G inh: -0.2; mIAP act: 1.12; NLRP3 yeast inh: -2.8; A3A deaminase: 2.8; mIAP block: -12.2; MIN6 prolif: -2.4; SENP1 inh: -25.0

What do the screens show for `CC(C)C(NS(=O)(=O)c1cccc(C(F)(F)F)c1)C(=O)NCc1cccs1` (configuration not stated)?
hIAP act: 1.11; hIAP block: -11.5; APOBEC3G inh: -5.1; mIAP act: 1.15; NLRP3 yeast inh: -7.7; A3A deaminase: -2.1; mIAP block: -15.1; MIN6 prolif: 3.8; SENP1 inh: -1.6

How did COc1cc(OC)cc(-c2sc3ccc(OC)cc3c2-c2ccc(OCCN3CCOCC3)cc2)c1 do in these assays?
APOBEC3G inh: -2.8; mIAP act: 1; A3A deaminase: -0.8; mIAP block: 3.8; SENP1 inh: 0.1

Results for COc1cc2ccccc2cc1C(=O)NCCCN1CCOCC1 ?
hIAP act: 1.02; hIAP block: -1.6; APOBEC3G inh: 1.6; mIAP act: 1.06; NLRP3 yeast inh: 5.9; A3A deaminase: 0.9; mIAP block: -6.0; MIN6 prolif: 2.8; SENP1 inh: 0.1

Results for C/C(=N\NC(=S)Nc1c(C)cccc1C)c1cc2ccccc2o1 ?
hIAP act: 1.32; hIAP block: -32.1; APOBEC3G inh: -6.8; mIAP act: 0.868; NLRP3 yeast inh: 42.7; A3A deaminase: -2.7; mIAP block: 13.2; MIN6 prolif: -6.0; SENP1 inh: 0.2

Results for CC(C)C(C(=O)NC1CCCC1)N(CC1CCCO1)C(=O)CNS(=O)(=O)c1ccc(F)cc1 (configuration not stated) ?
hIAP act: 0.957; hIAP block: 4.3; APOBEC3G inh: -12.1; mIAP act: 0.989; NLRP3 yeast inh: -4.1; A3A deaminase: -6.4; mIAP block: 1.1; MIN6 prolif: -2.1; SENP1 inh: 2.1

What do the screens show for `Cc1ccc(S(=O)(=O)N2CCOCC2)cc1-c1n[nH]c(=S)n1-c1ccccc1`?
hIAP act: 0.895; hIAP block: 10.5; APOBEC3G inh: 32.1; mIAP act: 0.983; NLRP3 yeast inh: 22.4; A3A deaminase: -6.5; mIAP block: 1.7; MIN6 prolif: 1.2; SENP1 inh: 1.1

How did Cc1cccc(/C=N/NC(=O)CN2CCCCCCC2)c1 do in these assays?
hIAP act: 0.847; hIAP block: 15.3; APOBEC3G inh: -9.2; mIAP act: 0.96; NLRP3 yeast inh: 3.7; A3A deaminase: -2.6; mIAP block: 4.0; MIN6 prolif: 0.0; SENP1 inh: 1.7

What do the screens show for `O=C(Nc1c(Cl)cc(Cl)cc1C(=O)NCC1CCCO1)c1ccco1` (configuration not stated)?
hIAP act: 0.901; hIAP block: 9.9; APOBEC3G inh: 0.3; mIAP act: 1.14; NLRP3 yeast inh: 6.0; A3A deaminase: 0.2; mIAP block: -13.5; MIN6 prolif: 0.0; SENP1 inh: 0.1

How did COc1ccc(-n2nc(C(=O)NCc3ccco3)c3ccccc3c2=O)cc1 do in these assays?
hIAP act: 0.826; hIAP block: 17.4; APOBEC3G inh: -2.7; mIAP act: 1.04; NLRP3 yeast inh: 7.8; A3A deaminase: 0.3; mIAP block: -4.3; MIN6 prolif: -1.9; SENP1 inh: 0.4

Results for NC(=O)c1c(NC(=O)C2c3ccccc3Oc3ccccc32)sc2c1CCCCC2 ?
hIAP act: 0.892; hIAP block: 10.8; APOBEC3G inh: -6.4; mIAP act: 0.88; NLRP3 yeast inh: -17.2; A3A deaminase: 2.0; mIAP block: 12.0; MIN6 prolif: 0.0; SENP1 inh: -36.7

Results for N#Cc1ccsc1NC(=O)CN1CCN(S(=O)(=O)c2ccccc2C(F)(F)F)CC1 ?
hIAP act: 0.993; hIAP block: 0.7; APOBEC3G inh: -1.5; mIAP act: 1.14; NLRP3 yeast inh: 12.2; A3A deaminase: 4.9; mIAP block: -13.5; MIN6 prolif: 0.7; SENP1 inh: -13.0

What do the screens show for `CCOC(=O)c1cc(-c2ccco2)nc2c1c(C)nn2-c1cccc(Cl)c1`?
hIAP act: 0.916; hIAP block: 8.4; APOBEC3G inh: 6.2; mIAP act: 1.02; NLRP3 yeast inh: 4.4; A3A deaminase: 3.7; mIAP block: -2.3; MIN6 prolif: -5.9; SENP1 inh: -43.8

What do the screens show for `Cc1ccc(NC(=O)CSc2ncccn2)cc1S(=O)(=O)N1CCOCC1`?
hIAP act: 1.37; hIAP block: -37.4; APOBEC3G inh: -6.5; mIAP act: 0.992; NLRP3 yeast inh: 6.8; A3A deaminase: 0.3; mIAP block: 0.8; MIN6 prolif: -0.9; SENP1 inh: -1.1

Results for Cc1cccc(-n2c(=S)[nH]c3nc4c(cc3c2=O)COC(C)(C)C4)c1 ?
hIAP act: 1.06; hIAP block: -6.3; APOBEC3G inh: -3.3; mIAP act: 1.01; NLRP3 yeast inh: 13.2; A3A deaminase: -2.1; mIAP block: -1.0; MIN6 prolif: -1.8; SENP1 inh: -3.3

What do the screens show for `CC(NC(=O)CN1C(=O)NC2(CCCC2)C1=O)c1ccc(Cl)cc1Cl` (configuration not stated)?
hIAP act: 0.951; hIAP block: 4.9; APOBEC3G inh: -4.7; mIAP act: 1.04; NLRP3 yeast inh: -12.2; A3A deaminase: 1.9; mIAP block: -4.3; MIN6 prolif: 0.1; SENP1 inh: 0.5

Reprinted from the part before: three entries; new compounds follow.
What do the screens show for `Cc1ccc(NC(=O)CSc2ncccn2)cc1S(=O)(=O)N1CCOCC1`?
hIAP act: 1.37; hIAP block: -37.4; APOBEC3G inh: -6.5; mIAP act: 0.992; NLRP3 yeast inh: 6.8; A3A deaminase: 0.3; mIAP block: 0.8; MIN6 prolif: -0.9; SENP1 inh: -1.1

Results for Cc1cccc(-n2c(=S)[nH]c3nc4c(cc3c2=O)COC(C)(C)C4)c1 ?
hIAP act: 1.06; hIAP block: -6.3; APOBEC3G inh: -3.3; mIAP act: 1.01; NLRP3 yeast inh: 13.2; A3A deaminase: -2.1; mIAP block: -1.0; MIN6 prolif: -1.8; SENP1 inh: -3.3

What do the screens show for `CC(NC(=O)CN1C(=O)NC2(CCCC2)C1=O)c1ccc(Cl)cc1Cl` (configuration not stated)?
hIAP act: 0.951; hIAP block: 4.9; APOBEC3G inh: -4.7; mIAP act: 1.04; NLRP3 yeast inh: -12.2; A3A deaminase: 1.9; mIAP block: -4.3; MIN6 prolif: 0.1; SENP1 inh: 0.5

Results for COc1cc(C2C(C#N)=C(N)Oc3cc(C)n(CCN4CCOCC4)c(=O)c32)cc(OC)c1OC (configuration not stated) ?
hIAP act: 1.01; hIAP block: -1.5; APOBEC3G inh: -3.7; mIAP act: 0.983; NLRP3 yeast inh: -4.6; A3A deaminase: -1.5; mIAP block: 1.7; MIN6 prolif: -1.3; SENP1 inh: 1.6

What do the screens show for `O=C(CCc1nc2ccccc2s1)OCC(=O)N1CCN(C(=O)c2ccco2)CC1`?
hIAP act: 0.942; hIAP block: 5.8; APOBEC3G inh: -0.3; mIAP act: 0.991; NLRP3 yeast inh: 5.1; A3A deaminase: -0.3; mIAP block: 0.9; MIN6 prolif: 0.0; SENP1 inh: -0.9

What do the screens show for `COCCCNC(=S)N1CCN(c2nc(-c3ccccc3)cs2)CC1`?
hIAP act: 1.08; hIAP block: -8.4; APOBEC3G inh: -1.2; mIAP act: 1.07; NLRP3 yeast inh: 24.5; A3A deaminase: -3.1; mIAP block: -6.8; MIN6 prolif: -1.2; SENP1 inh: 4.2

What do the screens show for `O=C(NCCCN1CCN(Cc2ccccc2Cl)CC1)Nc1ccccc1`?
hIAP act: 1.18; hIAP block: -18.1; APOBEC3G inh: -2.5; mIAP act: 1.13; NLRP3 yeast inh: 14.3; A3A deaminase: -0.5; mIAP block: -13.4; MIN6 prolif: -0.1; SENP1 inh: 2.4

How did O=C(OCCN=C1NS(=O)(=O)c2ccccc21)c1ccccc1 do in these assays?
hIAP act: 1.02; hIAP block: -1.7; APOBEC3G inh: -9.6; mIAP act: 1.09; NLRP3 yeast inh: -1.9; A3A deaminase: -8.2; mIAP block: -8.6; MIN6 prolif: -3.1; SENP1 inh: 3.3

What do the screens show for `O=C(Nc1ccc([N+](=O)[O-])cc1)/C(=C/c1cccc([N+](=O)[O-])c1)NC(=O)C1CCCCC1`?
hIAP act: 0.858; hIAP block: 14.2; APOBEC3G inh: -4.3; mIAP act: 0.935; NLRP3 yeast inh: 1.2; A3A deaminase: -1.9; mIAP block: 6.5; MIN6 prolif: -2.9; SENP1 inh: 4.5

Results for Cc1cccc2cc(CN(CCN(C)C)C(=S)NCc3ccco3)c(=O)[nH]c12 ?
hIAP act: 1.13; hIAP block: -13.1; APOBEC3G inh: -10.9; mIAP act: 0.955; NLRP3 yeast inh: 13.5; A3A deaminase: -4.0; mIAP block: 4.5; MIN6 prolif: 1.1; SENP1 inh: -2.6

What do the screens show for `C=CCOC(=O)C1=C(C)N=c2s/c(=C3\C(=O)N(CC(=O)O)c4ccccc43)c(=O)n2C1c1ccc(OC)cc1` (configuration not stated)?
hIAP act: 0.868; hIAP block: 13.2; APOBEC3G inh: -7.3; mIAP act: 0.885; NLRP3 yeast inh: 8.8; A3A deaminase: -7.8; mIAP block: 11.5; MIN6 prolif: -5.9; SENP1 inh: 0.7

What do the screens show for `O=C(N1CCOCC1)N1CCc2ccccc21`?
hIAP act: 1.21; hIAP block: -21.2; APOBEC3G inh: -6.4; mIAP act: 0.947; NLRP3 yeast inh: 15.0; A3A deaminase: 0.4; mIAP block: 5.3; MIN6 prolif: -1.5; SENP1 inh: 1.2

What do the screens show for `COc1cc2c(cc1NC(=O)COC(=O)[C@@H](NC(=O)c1ccccc1F)C(C)C)oc1ccccc12`?
hIAP act: 1.04; hIAP block: -3.9; APOBEC3G inh: -5.7; mIAP act: 0.953; NLRP3 yeast inh: 16.0; A3A deaminase: -2.0; mIAP block: 4.7; MIN6 prolif: 0.0; SENP1 inh: 1.1

These rows are one share of the data; the hit share may differ from the screen's.
